HEK293 tox: kills HEK 293 cells | HEK 293 viability, ATP luminescence (CellTiter-Glo), 48-72 h | Potency, µM (doses to about 115 µM), without a hit: at the highest dose activity change, negative = cytotoxicity, usual class: inhibitors | 94,000 compounds, 6.6% hits | AID 1345083; further: potency means the concentration at half of the fitted maximal effect; nearly all actives have a fitted effect of over 60% in size
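Pintool-delivered compounds were incubated with HEK 293 cells (250 cells/well) at 37 degree Celsius for 48 or 72 hr. ATP-dependent luminescence (CellTiter-Glo) then reported remaining viable cells.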
HEK293 viab: counter-screen for SNCA expression inhibitors: cell viability | HEK-293-SNCA-luc viability, GF-AFC fluorescence, 24 h | Potency, µM (series often up to 57.1 µM), inactives show at the highest dose activity change, negative = cytotoxicity, actives largely listed as cytotoxic | 150,000 compounds, 0.12% hits;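 further: potency means the concentration at half of the fitted maximal effect; 0% = DMSO-treated cells and -100% = medium-only wells without cells; nearly all actives have a fitted effect of over 30% in size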
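Cytotoxicity counterscreen: after 24 h compound treatment of genome-edited SNCA-luciferase HEK-293 cells, live-cell protease substrate GF-AFC read by fluorescence after 30 min; activity scaled between DMSO (0%) and medium-only (-100%), curves Hill-fitted.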
GPT2 inhibitor: blocks human glutamate pyruvate transaminase 2; Potency, µM (doses to about 57.7 µM), inactives show top-dose activity change, negative = inhibition, hits mostly inhibitors; Q8TD30; Recombinant GPT2, coupled pyruvate oxidase/HRP Amplex Red fluorescence; 100,000 compounds, 0.25% hits; further: potency means the concentration at half of the fitted maximal effect; nearly all actives have a fitted effect of over 60% in size; many of its hits are not listed in these tables
Target sequence (Q8TD30 whole entry, looked up): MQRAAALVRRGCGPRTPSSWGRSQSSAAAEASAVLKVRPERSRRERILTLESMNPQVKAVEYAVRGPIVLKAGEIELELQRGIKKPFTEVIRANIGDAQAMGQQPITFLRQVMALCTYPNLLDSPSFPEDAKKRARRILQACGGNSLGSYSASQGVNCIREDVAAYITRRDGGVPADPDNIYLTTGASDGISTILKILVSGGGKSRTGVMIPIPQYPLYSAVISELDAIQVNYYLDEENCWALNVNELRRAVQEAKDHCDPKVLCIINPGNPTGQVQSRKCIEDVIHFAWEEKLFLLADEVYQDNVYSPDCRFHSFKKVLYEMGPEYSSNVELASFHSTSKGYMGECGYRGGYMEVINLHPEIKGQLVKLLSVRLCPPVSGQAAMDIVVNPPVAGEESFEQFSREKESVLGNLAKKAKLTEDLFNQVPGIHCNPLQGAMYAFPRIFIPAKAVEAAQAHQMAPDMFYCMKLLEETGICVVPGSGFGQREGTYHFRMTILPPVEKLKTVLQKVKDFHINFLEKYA
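GPT2 10ng/uL, a-KG 250uM, L-Ala 2mM, HEPES pH7.5 + 0.0001% Tween; 30 min RT. Then Amplex mix (PO/HRP/ThPP), 30 min RT dark, fluorescence. AOA 50uM used as positive control.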
NIH3T3 tox: NIH 3T3 cell cytotoxicity; AID 1345082; NIH 3T3 viability, CellTiter-Glo ATP luminescence, 48-72 h; 94,000 compounds, 4.3% hits; Potency, µM (series often up to 96.7 µM), inactives show top-dose activity change, negative = cytotoxicity, most hits filed as inhibitors; further: potency means the concentration at half of the fitted maximal effect; nearly all actives have a fitted effect of over 55% in size
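Cytotoxicity is measured as loss of cellular ATP: NIH 3T3 cells (400/well) are exposed to compound for 48 or 72 hr at 37 °C, then CellTiter-Glo luminescence is imaged after 10 min at room temperature.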
Luciferase inh: blocks purified firefly luciferase enzyme activity. P08659. purified P. pyralis luciferase, luminescence, biochemical. Potency, µM (doses to about 115 µM), for the others: top-dose activity change, negative = inhibition, usual class: inhibitors. 76,000 compounds, 2.5% hits. AID 1347043; further: potency means the concentration at half of the fitted maximal effect; nearly all actives have a fitted effect of over 65% in size
Target sequence (P08659 whole entry, looked up): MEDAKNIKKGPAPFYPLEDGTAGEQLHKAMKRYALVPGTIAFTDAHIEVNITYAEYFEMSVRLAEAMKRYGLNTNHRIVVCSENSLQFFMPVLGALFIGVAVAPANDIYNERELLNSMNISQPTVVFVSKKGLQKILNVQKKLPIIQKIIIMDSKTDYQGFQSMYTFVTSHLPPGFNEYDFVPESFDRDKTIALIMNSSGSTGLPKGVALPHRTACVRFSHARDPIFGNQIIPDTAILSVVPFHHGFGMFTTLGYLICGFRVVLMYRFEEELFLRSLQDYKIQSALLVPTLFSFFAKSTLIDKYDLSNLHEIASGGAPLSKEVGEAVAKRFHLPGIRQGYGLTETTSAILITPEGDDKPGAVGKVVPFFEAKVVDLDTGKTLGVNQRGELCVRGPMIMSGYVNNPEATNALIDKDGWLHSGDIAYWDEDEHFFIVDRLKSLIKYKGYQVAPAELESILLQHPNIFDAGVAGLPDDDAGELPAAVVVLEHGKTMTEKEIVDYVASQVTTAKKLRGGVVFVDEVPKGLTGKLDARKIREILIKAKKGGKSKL
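Purified P. pyralis luciferase (10nM final) in 50mM Tris acetate pH 7.5, 10mM Mg acetate, 0.01% Tween-20, 0.05% BSA with 10uM D-luciferin and 10uM ATP. Compounds titrated qHTS. Luminescence imaged on CCD.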
IP6K1 inh: inhibitors of human IP6K1; Q92551; IP6K1 kinase, ADP-Glo luminescence, 2 h; stronger effect = lower value; activity change, % (series mostly up to about 58 µM); 140,000 compounds, 0.81% hits; AID 1645851; in the data active means activity change below about -25%
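ADP-Glo luminescence measures ADP made by human IP6K1 during a 2 h RT reaction with ATP/IP6 (mix at 1.3 mM/130 uM); top library doses 57.5 and 19.1 uM final.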
SNCA expr inh: reduces expression of the alpha-synuclein gene | HEK-293 SNCA-luciferase knock-in, luminescence, 24 h | Potency, µM (highest dose often 57.2 µM), for the others: at the top dose activity change, negative = inhibition, actives largely listed as inhibitors | 140,000 compounds, 0.17% hits;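 further: potency means the concentration at half of the fitted maximal effect; plate controls were DMSO cells for no effect and cell-free wells for full effect; nearly all actives have a fitted effect of over 45% in size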
* hit, by the source's call; i = inactive; u = inconclusive; x = not tested or not shown; [ ] = dose if it differs, or a comment. Unless noted, the call rests on the fitted dose curve; in most records, active means well fitted curve in the direction sought with a large enough effect; inconclusive means small, poorly fitted or top-dose-only effect, or another doubt; inactive means no such curve, though single readings can be large; an effect the other way counts as inactive or inconclusive. Unless noted, on the % scale 0 is the no-effect control and ±100 the full control effect.

SMILES | Luciferase inh | NIH3T3 tox | HEK293 viab | HEK293 tox | IP6K1 inh | SNCA expr inh | GPT2 inhibitor
CC(C)(Oc1nn(Cc2cccc(Cl)c2)c2ccccc12)C(=O)NCCCn1ccnc1 | -5% | 32µM* | -21% | 50µM* | 0 | -21% | 2%
COc1ccc(CN2CCC3(Cc4ccccc4NC3=O)C2)cc1 (centres undefined) | -3%[172 µM] | u | 0%[87.6 µM] | u | 9 | 9%[87.6 µM] | -1%[88.5 µM]
CCN1CCC2(Cc3ccccc3CN([S+](=O)([O-])c3ccccc3)C2)C1 (centres undefined) | x | u | -9% | u | -6 | 1% | 1%
Cc1ccc(NC(=O)CN2C(=O)c3cccnc3Oc3ccc(Cl)cc32)cc1 | x | x | -3% | x | -13 | 13% | x
COc1ccc(-c2cn3nc(N4CCCC(C(=O)NCCCOC(C)C)C4)sc3n2)cc1 (centres undefined) | x | x | u | x | 0 | 142%[activator] | x
Cc1cccc(N2CCN(C(=O)c3cnc4c(C)cccn4c3=O)CC2C)c1 (centres undefined) | x | x | 1% | x | 18 | -6% | x
O=C1CCC2(CCCO2)CCN1Cc1ccc(F)c(F)c1 (centres undefined) | 7% | -24% | 14% | -17% | -2 | 7% | -12%[11.5 µM]
CNC(=O)c1cc(C2CC2)nc2onc(C3CCN([S+](=O)([O-])C(C)C)C3)c12 (centres undefined) | x | -14% | x | -12% | 2 | x | x
CC1Cn2c(C(=O)NCc3ccccc3Cl)cc3cccc(c32)S1 (centres undefined) | x | x | 13% | x | 7 | u | x
CC(C)(C)c1cc(CC2(NCc3ccc(C#N)cc3)COC2)no1 | -4%[172 µM] | -24%[174 µM] | -14%[87.6 µM] | -28%[172 µM] | 1 | 23%[87.6 µM] | -70%[88.5 µM]
CC(=O)c1cccc(NS(=O)(=O)c2c(C(=O)N3CCCCCC3)c(C)n(C)c2C)c1 | x | x | -9% | x | -13 | 47%[activator] | x
CCOc1ccc(NC(=O)CSc2nnc(CNC(=O)C34CC5CC(CC(C5)C3)C4)n2CC)cc1 | x | x | -8% | x | 3 | -8% | x
CC(=O)NCCCC(=O)N1CCC2(CC1)CN(C(=O)Cc1ccc(O)cc1)CCO2 | x | i | 4% | i | -12 | -27% | 0%
O=C(c1ccc2[nH]ccc2c1)N1CCC(N2CC(OCC3CC3)C23CCOCC3)CC1 (centres undefined) | -1% | 1% | -3% | -4% | 7 | 3% | 3%
O=C(CCC1CCCC1)NCc1nnc2c(-c3nc(C4CC4)no3)cccn12 | 3% | i | 0% | 5% | -4 | -3% | -2%
CC(C)NC(=O)c1ccccc1OCC1CCCN(CC2=Cc3ccccc3OC2)C1 (centres undefined) | 11% | u | u | 35µM* | -12 | -20% | i
CC(O)C/C=C/C=C/C(=O)OC1C=C2COC(=O)C2(O)C2(C)CCCC(C)(C)C12 (centres undefined) | x | x | -4% | x | -10 | x | i
COCC1CN(C(C)=O)CC12CCN(S(=O)(=O)c1ccc(F)cc1)CC2 (centres undefined) | 0% | -19% | -13% | 1% | 6 | -4% | i
CC1(C)C(=O)Nc2ccc(S(=O)(=O)N3CCC(c4noc(-c5ccccn5)n4)C3)cc21 (centres undefined) | 7% | 0% | -1% | 0% | 1 | -14% | i
Cc1ccc(C(=O)NCc2c(C)ncc3c2CCNC3)cc1Cl | 0% | -6% | -2% | -7% | 7 | -5% | i
O=C(CC1CCCN(c2cnn(CC3CC3)c(=O)c2)C1)NCCN1CCOCC1 (centres undefined) | 3% | i | 5% | 11% | 25 | 0% | i
O=C(C1CCN(C(=O)N2CC3CC(C2)[C@H]2CCCC(=O)N2C3)CC1)N1CCCC1 (some centres undefined) | 5% | i | 2% | -5% | 5 | -5% | i
Cn1cncc1C(=O)N1CCC(F)(c2nc(-c3ccncc3)no2)CC1 | 12% | -11% | 1% | 8% | -14 | 6% | i
Cc1c(N2C(=O)c3ccc(C(=O)O)cc3C2=O)c(=O)n(-c2ccccc2)n1C | x | x | 10% | x | -3 | x | i
CCCS(=O)(=O)N1C[C@@H](Oc2cccnc2)C[C@H]1C(N)=O | 3% | -20% | 6% | -3% | 3 | -3% | 0%
COc1ccc(/C=C/c2ccc3c(c2)C(=O)N2CC[C@H](NC(=O)COCC(=O)O)[C@H]2C(=O)N3)cc1 | 7.9µM* | u | -2% | u | -5 | -20% | i
Cc1ccc(-c2ccc3nnc(CNC(=O)c4ccc(C#N)cc4)n3n2)cc1C | 2% | -13% | -7% | -17% | -4 | 25% | i
Cc1ccc(-c2cc(NC(=O)COc3ccc(Cl)c(C)c3)on2)cc1 | x | x | 11% | x | -1 | -1% | x
C[C@@H]1COCCN1c1cc(C2(S(C)(=O)=O)CC2)nc(-c2cccc3[nH]ccc23)n1 | x | x | u | x | -12 | x | -3%
Cc1cc(-c2ccc(S(=O)(=O)NCc3ccccc3Cl)s2)on1 | x | x | u | x | -6 | -10% | x
COc1cccc(CNC2(Cc3cc(-c4ccc(F)cc4)on3)COC2)c1 | 6%[172 µM] | u | 0%[87.6 µM] | u | 9 | u | -4%[88.5 µM]
Cc1cnc(-c2cccnc2)n1CC1CCN(C(=O)C2CCC2)CC1 | -5% | -4% | -2% | i | 3 | 1% | i
CCc1nc2c(c(-c3ccc(OC)cc3)n1)CCN(CC1CC1)CC2 | x | i | 2% | -6% | -6 | -2% | i
COc1cccc(-c2cc(C3CCN(C(=O)c4ccc(Br)cc4)CC3)[nH]n2)c1 | -8% | u | -9% | u | 1 | 23% | 5%
COc1ccc(C(=O)N2CCC(c3nc(C4CCOCC4)no3)C2)cc1OC (centres undefined) | -3% | -14% | -7% | 0% | 3 | -2% | i
CC1(C)CC=C(c2cnc3ccccc3c2)c2cc(C(=O)Nc3ccc(C(=O)O)cc3)ccc21 | x | x | u | x | -8 | x | 1%
CCc1nc2c(c(-c3ccc(Cl)cc3)n1)CCN([S+](=O)([O-])c1c(C)noc1C)CC2 | -1% | u | 4% | u | 10 | -2% | -10%
CCOC(=O)[C@@H]1[C@@H](O)C(=O)N(Cc2ccccc2)C12CCN(C(=O)C1CCC1)CC2 | x | u | x | 3% | 7 | x | x
CCC(O)c1cc2n(n1)CCN(C(=O)c1nc(N)nc3c1CCCC3)C2 (centres undefined) | 0% | -15% | -7% | 0% | 11 | -4% | i
CNC(=O)N1C[C@@H](CN(C)C)[C@H](NC(=O)c2ccc(C(F)(F)F)cc2)C1 | 11% | 3% | 4% | i | -6 | -16% | 4%
COc1ccc(-c2ccc(CCC(=O)O)n2-c2ccccc2C(F)(F)F)cc1 | x | x | -1% | x | 29 | -24% | x
COc1cc(=O)n2c(c1C(=O)Nc1ccc(F)c(F)c1)CCCC2 | -3% | -8% | 1% | -4% | 16 | 7% | -6%
CCc1nc(CN(C)C(C(=O)O)c2ccc(C(C)(C)C#N)cc2)no1 (centres undefined) | 2% | 3% | 12% | u | 1 | -7% | -9%
CCOCCn1ccc2c(OCC(=O)Nc3cc(C(F)(F)F)ccc3Cl)cccc2c1=O | x | x | 4% | x | 32 | 17% | x
Cn1ncc2c(C(=O)N3CCOCC3)cc(-c3ccccc3)nc21 | x | -11%[138 µM] | 9%[87.6 µM] | -10%[172 µM] | -1 | 12%[87.6 µM] | i
O=C(CC1CCCCC1)N1CC(CO)C2(CCNCC2)C1 (centres undefined) | -2% | -7% | -9%[12.5 µM] | -7% | 36 | 20% | 5%
O=C(O)C1=NC(C(=O)O)CC(C=CN2c3cc(O)c(OC4OC(CO)C(O)C(O)C4O)cc3CC2C(=O)O)=C1 (centres undefined) | x | x | -1% | x | x | 3% | 0%
COc1ccccc1C1NC(=O)N(CC2CC2)C2=C1C(=O)OC2 (centres undefined) | 7% | 2% | 6% | 11% | 21 | -1% | i
Cc1ccccc1C(=O)N1CCC(c2nn(C)c(=O)[nH]2)CC1 | -5%[172 µM] | 3%[138 µM] | 12%[87.6 µM] | -4%[172 µM] | 9 | 1%[87.6 µM] | 3%[88.5 µM]
COc1ccc2c(c1)CC(C(=O)N1CCC(C(N)=O)CC1)CO2 (centres undefined) | x | x | -11% | x | 1 | -8% | x
CC(C)Cc1cnc(-c2ccccc2)[nH]1 | x | u | -1%[87.6 µM] | 100µM* | 9 | 97%[activator][87.6 µM] | 0%[88.5 µM]
CC(C)(C)OC(=O)N1CC(NCc2ccccn2)C1 | x | i | 0%[87.6 µM] | i | -1 | 20%[87.6 µM] | -12%[88.5 µM]
COC[C@@]12CC[C@@H](N3CCOCC3)C[C@H]1CCN(Cc1cnc(N(C)C)nc1)C2 | -3% | -18% | -3% | -24% | 29 | 10% | 5%
COC(=O)C1(C)CCCC2(C)c3ccc(C(C)C)cc3C(O)C(O)C12 (centres undefined) | x | x | -13% | x | 5 | x | i
COc1ccc(-c2noc(Nc3ccc(C)c(C)c3)n2)cc1 | 8.9µM* | u | u | 40µM* | 7 | 40%[activator] | i
O=C1Nc2ccccc2CC12CCCN(CC1CCCCC1)C2 (centres undefined) | x | 3% | -5% | -10% | -15 | -33% | -3%
CC(C)[S+](=O)([O-])N1CCN(c2ccc(C=O)cc2)C(=O)C1 | x | -4% | 2% | i | 3 | -9% | -5%
O=C(CC1N=C2c3ccccc3N=C(SCc3ccc(F)cc3)N2C1=O)NCCc1ccccc1 (centres undefined) | x | x | u | x | 28 | 9% | x
C=C1CCC2C(C)(C)C(O)CCC2(C)C1CCC(C)CCOC(=O)CCC(=O)O (centres undefined) | x | x | 5%[23.9 µM] | x | 8 | x | 3%[27.3 µM]
O=C1CCN(Cc2ccc(C(F)(F)F)cc2)CCCC(c2nc(-c3cnccn3)no2)CCN1 (centres undefined) | -7% | u | -10% | u | 15 | -1% | -8%
COc1ccc(/C=C/C(=O)Nc2cccc(F)c2)cc1 | x | x | -9% | x | 12 | 10% | x
CCCCc1ccc(NC(=O)Cn2cccc2-c2nc(-c3ccc4c(c3)OCO4)no2)cc1 | -3% | -3% | 4% | -6% | -9 | 37%[activator] | i
CC(=O)NCC(=O)N1CCC(N2C(=O)C(OCC3CC3)C23CCCCC3)CC1 (centres undefined) | -2% | -6% | -8% | 3% | 1 | -5% | -7%

Single records (already shown):
Shown for `CC(C)[S+](=O)([O-])N1CCN(c2ccc(C=O)cc2)C(=O)C1` = Luciferase inh: x; NIH3T3 tox: -4%; HEK293 viab: 2%; HEK293 tox: i; IP6K1 inh: 3; SNCA expr inh: -9%; GPT2 inhibitor: -5%
Shown for `C=C1CCC2C(C)(C)C(O)CCC2(C)C1CCC(C)CCOC(=O)CCC(=O)O` (centres undefined) = Luciferase inh: x; NIH3T3 tox: x; HEK293 viab: 5%[23.9 µM]; HEK293 tox: x; IP6K1 inh: 8; SNCA expr inh: x; GPT2 inhibitor: 3%[27.3 µM]
